TDP1 cell CPT = growth inhibition of DT40 Tdp1-/-;hTDP1 cells with camptothecin (screen for TDP1 inhibitors); hit rate 12% among 420,000; chicken DT40 Tdp1-/-;hTDP1 cells + 20 nM CPT, ATP luminescence, 48 h; Potency, µM (doses to about 46.2 µM), for inactives: at the highest dose activity change, negative = growth inhibition, usual class: inhibitors; note: nearly all actives have a fitted effect of over 55% in size
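Cell growth measured by CellTiter-Glo luminescence after a minimum 48 h, 37 C compound exposure with 20 nM CPT in Tdp1-knockout DT40 cells stably expressing hTDP1, seeded 400/well; qHTS titration format.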
TDP1 inh = blocks human tyrosyl-DNA phosphodiesterase 1; hit rate 0.28% among 350,000; Potency, µM (titrated, usually from 130 µM), inactives show at the highest dose activity change, negative = inhibition, usual class: inhibitors; Q9NUW8; recombinant TDP1, AlphaScreen DNA substrate cleavage; note: nearly all actives have a fitted effect of over 40% in size
Target sequence (Q9NUW8 whole entry, looked up): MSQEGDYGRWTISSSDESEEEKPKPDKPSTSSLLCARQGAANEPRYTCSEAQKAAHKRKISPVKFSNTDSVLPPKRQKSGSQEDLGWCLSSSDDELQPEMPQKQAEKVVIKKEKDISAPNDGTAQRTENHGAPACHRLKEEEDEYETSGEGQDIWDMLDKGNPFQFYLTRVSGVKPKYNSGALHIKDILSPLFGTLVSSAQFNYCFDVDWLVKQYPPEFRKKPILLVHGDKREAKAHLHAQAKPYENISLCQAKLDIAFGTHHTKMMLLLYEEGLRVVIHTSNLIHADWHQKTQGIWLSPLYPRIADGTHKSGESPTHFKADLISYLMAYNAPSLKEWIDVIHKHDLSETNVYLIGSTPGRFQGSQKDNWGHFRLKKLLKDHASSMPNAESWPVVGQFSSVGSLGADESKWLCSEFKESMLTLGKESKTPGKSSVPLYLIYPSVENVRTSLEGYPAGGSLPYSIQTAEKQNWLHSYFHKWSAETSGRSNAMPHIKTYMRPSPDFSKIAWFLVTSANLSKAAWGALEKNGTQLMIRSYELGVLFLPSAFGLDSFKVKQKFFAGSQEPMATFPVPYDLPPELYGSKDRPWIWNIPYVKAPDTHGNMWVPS
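Steps: enzyme plus compound, 15 min RT; add biotin/phosphotyrosine-FITC oligonucleotide (15 nM final), react 5 min; add donor/acceptor beads (10 ug/ml final), 10 min; read AlphaScreen. Tdp1 at 1 nM final.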
DT40 TDP1 no CPT = qHTS for Inhibitors of human tyrosyl-DNA phosphodiesterase 1 (TDP1): qHTS in cells in absence of CPT | DT40 Tdp1-/- hTDP1 cells, no CPT, ATP luminescence, 48 h | hit rate 15% among 420,000 | Potency, µM (highest dose often 46.2 µM), for the others: at the top dose activity change, negative = growth inhibition, hits mostly inhibitors; note: nearly all actives have a fitted effect of over 55% in size
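Chicken DT40 Tdp1-/- cells stably complemented with human TDP1 were seeded at 400 cells/well with DMSO in place of 20 nM camptothecin. After compound pinning, cells grew at least 48 hr at 37 °C; viability read by CellTiter-Glo luminescence.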
* = called active by the depositor; ? = inconclusive; nt = no result given; & = joins results of further samples; ! = a repeat was not active; [ ] = dose if it differs, or a comment. Calls come from the whole dose curve; as a rule, active = well fitted curve in the direction sought with a large enough effect; inconclusive = small, poorly fitted or top-dose-only effect, or another doubt; inactive = no such curve, though single readings can be large; an effect the other way counts as inactive or inconclusive. % is set by controls: 0 for no effect and ±100 for the full control effect; potency is the fitted concentration of half-maximal effect. An excerpt; rates above refer to the full screens.

canonical_smiles	TDP1 cell CPT	TDP1 inh	DT40 TDP1 no CPT
CCOC(=O)C(O)(c1ccc(N(CC)C(=O)COc2ccccc2)cc1)C(F)(F)F (configuration not stated)	?	1%	?
O=C(Nc1ncccc1O)c1ccc(S(=O)(=O)NCc2ccco2)cc1	21µM*	nt	23µM*
CN(C)CCc1ccc(O)cc1	-18%[9.04 µM]	1%	-12%[9.04 µM]
Cc1ccc(NP(=O)(c2ccccc2)c2nc3ccccc3s2)cc1 (configuration not stated)	?	8%	?
COC(=O)C1=C(c2ccc(OC)c(OC)c2)C[C@@H]2CC[C@H]1N2C(=O)NCCc1ccccc1	-27%	-2%	?
O=[N+]([O-])c1cc(Cl)c(Cl)cc1Cl	-17%	1%&10%	-11%
CCCCn1c(=O)c(C(=O)Nc2ncccc2C)c(O)c2ccccc21	?	nt	?
CN1Cc2c(ccc3c2OCO3)C2C(O)Cc3cc4c(cc3C21)OCO4 (configuration not stated)	2.7µM*	11%&4%	1.9µM*
Cc1cccnc1NC1=NCC(C)S1 (configuration not stated)	13%	5%	-11%
CC(C(=O)O)N(C(=O)c1ccccc1)c1ccc(F)c(Cl)c1 (configuration not stated)	15%	0%	-10%
O=c1[nH]c(=O)n(Cc2ccccc2)c(O)c1C=NCCN1CCNCC1	-15%	1%	2%
Clc1cccc(CN2CCCCC2c2cccnc2)c1 (configuration not stated)	?	5%	?
COc1ccc(CC2(CCc3ccncc3)C(=O)NC(=O)NC2=O)cc1	11%	2%	-15%
COc1cc(OC)c(OC)cc1CNCCc1cccc(F)c1	-27%	nt	?
CCOP(=O)(OCC)C(NC(C)=O)C(Cl)(Cl)Cl (configuration not stated)	-13%	-2%	-2%
CC(C)(C)n1cc(C(=O)c2ccccc2)cc1-c1ccccc1	26µM*	12%	?
CC(=NCC1CCCO1)c1c(O)n(Cc2ccccc2)c(=O)[nH]c1=O (configuration not stated)	-1%	0%	-28%
CCC(=O)c1cn(Cc2ccccc2)c2ccccc12	-16%	-10%	?
Cn1cc(/C=C(\C(=O)O)C(C(=O)O)=C2CCCCC2)c2ccccc21	23µM*	0%	15µM*
CC(C)CCON=O	-4%	14%	-8%
O=C1NC(=O)C(Cc2ccccc2)(Cc2ccccc2)C(=O)N1	?	nt	-79%
COC1CC2C=C(C)C=CC=CC(=O)NC(c3ccccc3)CC=CCCC(O)CC(=O)C2=C1O (configuration not stated)	0.46µM*	nt	0.52µM*
COc1ccc(CN2CCCC(C(=O)c3ccc(Cl)cc3)C2)c(OC)c1 (configuration not stated)	?	nt	18µM*
COc1ccc(/C=C2\C(=N\O)C3CCN2CC3)cc1	?	0%	?
CCn1nc(/C=C/c2ccccc2)nc2c(=O)n(C)c(=O)nc1-2	1.6µM*	-3%	2.1µM*
CCCCCCCCn1sccc1=O	0.73µM*	0%&18%	1.2µM*
Cc1ccc(C2N3CCCN23)cc1 (configuration not stated)	2%	nt	4%
O=C(CCCc1ccccc1)NCCc1cnc[nH]1	0%	nt	13%
CCOc1c(Cl)cc(CNc2ccc(S(N)(=O)=O)cc2)cc1OC	?	0%	16µM*
CCCCCn1c(=O)c(C(=O)Nc2cccc(C)c2)c(O)c2ccccc21	-10%	nt	4.6µM*
Cn1cc(C(=O)OCC(=O)N2CCCCC2)c2ccccc21	-19%	-1%	10%
CCC(C#N)(CC)P(=S)(c1ccccc1)c1ccccc1	?	-3%	?
CC1CCCC(NC(=O)COC(=O)Cc2ccccc2)C1C (configuration not stated)	-20%	2%	-9%
O=C(CN1CC(c2ccccc2)CC1=O)Nc1cccc(F)c1 (configuration not stated)	3%	-3%	-6%
Cc1cccc(NC(=O)c2ncn3c2C(=O)NC[C@@H]3C)c1	-4%	nt	?
COc1ccccc1N1CCN(C(=O)CCCn2c(=S)[nH]c3ccccc3c2=O)CC1	8.2µM*	nt	5.2µM*
Cc1cc(N2C(=O)C3CCCN3C2c2sccc2C)no1 (configuration not stated)	15%	-1%	-3%
CC(C)[N+](C)(CCC(C(N)=O)(c1ccccc1)c1ccccc1)C(C)C	7.3µM*!	-8%[56.1 µM]	9.2µM*!
CNC(=O)Oc1ccccc1C1CCCCC1	?	nt	-22%
O=C(Nc1ccc(Br)cc1)c1ccc(Cl)c(S(=O)(=O)N2CCCCCC2)c1	?	12%	16µM*
Oc1cc[c]([Hg][Cl])cc1	0.3µM*	nt	0.27µM*
Cc1ccc(S(=O)(=O)Oc2ccccc2C=C2C(=O)NC(=O)NC2=O)cc1	-10%	nt	-13%
O=c1[nH]c(=O)n(Cc2ccccc2)c(O)c1C=Nc1ccc(CN2CCOCC2)cc1	-7%	7%	-23%
COc1ccc(C(CC(=O)c2ccc3c(c2)OCO3)c2c(O)c3ccccc3oc2=O)cc1OC (configuration not stated)	-19%	nt	23µM*
CCCNC(=O)N1[C@H]2CC[C@@H]1C(C(=O)OC)=C(c1ccc(F)cc1OCc1ccccc1)C2	?	0%	?
CCOC(=O)C1(c2ccccc2)CCN(CCC(=O)Nc2cccc(Br)c2)CC1	?	3%	?
CS(=O)(=O)c1ccc(C2=C(CNC(=O)c3cccnc3)[C@H]3CC[C@@H](C2)N3Cc2ccco2)cc1	16%	nt	-4%
COc1cc(C2C(C#N)=C(N)Oc3cc(O)ccc32)cc(OC)c1OC (configuration not stated)	1µM*	3%	1µM*
CN(C)C=C1C(=O)N(C2CCCCC2)C(=O)N(C2CCCCC2)C1=O	16µM*	2%	?
N=C1c2ccccc2CN1NC(=O)c1ccc(Br)o1	0%	1%	-5%
N=C(N)c1c(O)n(C2CCCCC2)c(=O)n(C2CCCCC2)c1=O	?	0%	?
O=C1NC(=O)C(=Cc2ccc(Cl)cc2)C(=O)N1	3%	nt	5%
O=c1[nH]c(=O)n(Cc2ccccc2)c(O)c1/C=N/Nc1c(F)c(F)c(F)c(F)c1F	-14%	5%	0%
Cc1cccc(C)c1-n1nnnc1C(c1cccc2ccccc12)N1CCC(n2c(=O)[nH]c3ccccc32)CC1 (configuration not stated)	15µM*	nt	16µM*
Cc1nc2ccc(Cl)cc2c(=O)n1-c1cccc(Cl)c1	?	nt	?
COc1ccc(-c2n(-c3ccccn3)c3ccccc3[n+]2-c2ccccn2)cc1	13µM*	4%	13µM*

Remaining list, next part
canonical_smiles	TDP1 cell CPT	TDP1 inh	DT40 TDP1 no CPT
Cc1cc(C)c(NC(=O)C2CC3CCC2C3)c(C)c1 (configuration not stated)	4%	nt	?
O=c1c2ccccc2nc(-c2ccoc2)n1-c1ccccc1	-26%	4%	-26%
Cc1nc(N)sc1CCN	?	15%	-7%&-6%
CCn1c(O)c(C=NCCc2c[nH]c3ccccc23)c(=O)[nH]c1=O	-15%	2%	-17%
O=S(=O)(c1ccc(Cl)cc1)N1CCC(n2cnc3cc(C(F)(F)F)ccc32)CC1	?	nt	?
Cc1ccccc1NC(=O)CCl	18µM*	nt	23µM*
O=c1[nH]c(=O)n(Cc2ccco2)c(O)c1C=NCCCn1ccnc1	-6%	7%	3%
COc1ccc(N2C(=O)NC(=O)/C(=C\c3cn(C)c4ccccc34)C2=O)cc1	1%	nt	-26%
O=C(c1cc2ccccc2oc1=O)N1CCC2(CC1)OCCO2	-1%	3%	?
CCCNS(=O)(=O)c1ccc(OCC(=O)N2CCN(Cc3ccc4c(c3)OCO4)CC2)cc1	?	-3%	12µM*
Cc1ccsc1C(=O)C1CCCN(Cc2cnc(N3CCOCC3)s2)C1 (configuration not stated)	1%	nt	?
CCOC(=O)c1c(C=O)c2ccccc2n1Cc1ccccc1F	-12%	nt	?
C=C(C)[C@H]1O[C@H]2CC[C@@]3(C)[C@@](O)(CC[C@H]4[C@@H]5OC(C)(C)[C@H]6C[C@@H]7C(=C)Cc8c(Cl)cc9[nH]c(c5c9c8[C@@]76O)[C@@]43C)[C@]23O[C@@H]3[C@H]1O	?	12%	12µM*
O=C1NC(=O)N(Cc2ccccc2)C(=O)/C1=C\c1ccco1	21µM*	-6%	13µM*
CC(C)CCNC(=O)CN1C(=O)CN=C(c2ccccc2)c2ccccc21	-23%	5%	-23%
c1ccc2[nH]c(CCNC3CCCCC3)nc2c1	?	8%	-21%
COC(=O)c1c(C)[nH]c(C(=O)C(C)[N+]23CCN(CC2)CC3)c1C (configuration not stated)	3%	1%	-1%
Cc1ccc(Cn2cc(C=O)c3ccccc32)cc1	?	nt	?
COc1cccc(-c2nc3cc4c(cc3cc2CN(C(=O)c2cccs2)C2CC2)CCC4)c1OC	?	nt	16µM*
CC1CCCCN1CC(=O)c1ccc2cc[nH]c2c1 (configuration not stated)	-4%	-1%	-5%
COc1ccc2c(c1)C13CCN(C)C(C2)C1CCC1(C3)OCCO1 (configuration not stated)	8%	nt	-2%
CN1C(C(=O)NCc2cccc(C(F)(F)F)c2)CC2Cn3c(nc4cc5ccccc5cc43)C21 (configuration not stated)	?	0%	18µM*
COc1ccc(Cl)cc1NC1=NCC(C)S1 (configuration not stated)	-4%	3%	0%
C[C@@H]1C2C[C@@]34COC(=O)C3=CC=C[C@H]4[C@@]13C[C@H](c1ccoc1)O[C@@H]3O2	1%	5%	0%
COC(=O)C(O)(c1ccc(NC(=O)c2cccs2)c(C)c1)C(F)(F)F (configuration not stated)	-4%	nt	-13%
CCN(CC)P(=O)(Nc1ccc(Br)cc1)c1c(C)nn(CCC#N)c1NC(=O)c1ccc(Cl)cc1 (configuration not stated)	?	6%	?
CCCSc1nc(O)c(CC)c(=O)n1C(C)CC (configuration not stated)	-16%	5%	-15%
CCN(CC)C(=O)c1cccc(-c2csc(C(C)(O)c3ccccc3)n2)c1 (configuration not stated)	?	nt	?
CC[C@@]1(C(=O)OC)N[C@H](CN(C)C(=O)Nc2ccc(C(F)(F)F)cc2)[C@@H]2C(=O)N(Cc3ccccc3)C(=O)[C@@H]21	?	0%	?
c1ccc(N2Cc3ccccc3-n3nncc3C2)nc1	-12%	nt	-28%
COc1ccc(C(=O)Nc2ccc3c(c2)N(C)C(=O)c2ccccc2S3)cc1OC	2.9µM*	6%	2.6µM*
CCCCCN1C(=O)c2cc(OC)ccc2[C@@]2(C(=O)OCC)Cc3cc(OC)ccc3[C@@H]12	10µM*	nt	5.2µM*
CN(C)CC1CSCCC1(O)c1ccc(Cl)cc1 (configuration not stated)	?	-1%	?

Compounds listed so far with four or more nitrogen atoms:
canonical_smiles	TDP1 cell CPT	TDP1 inh	DT40 TDP1 no CPT
O=c1[nH]c(=O)n(Cc2ccccc2)c(O)c1C=NCCN1CCNCC1	-15%	1%	2%
CCn1nc(/C=C/c2ccccc2)nc2c(=O)n(C)c(=O)nc1-2	1.6µM*	-3%	2.1µM*
Cc1cccc(NC(=O)c2ncn3c2C(=O)NC[C@@H]3C)c1	-4%	nt	?
COc1ccccc1N1CCN(C(=O)CCCn2c(=S)[nH]c3ccccc3c2=O)CC1	8.2µM*	nt	5.2µM*
O=c1[nH]c(=O)n(Cc2ccccc2)c(O)c1C=Nc1ccc(CN2CCOCC2)cc1	-7%	7%	-23%
N=C(N)c1c(O)n(C2CCCCC2)c(=O)n(C2CCCCC2)c1=O	?	0%	?
O=c1[nH]c(=O)n(Cc2ccccc2)c(O)c1/C=N/Nc1c(F)c(F)c(F)c(F)c1F	-14%	5%	0%
Cc1cccc(C)c1-n1nnnc1C(c1cccc2ccccc12)N1CCC(n2c(=O)[nH]c3ccccc32)CC1 (configuration not stated)	15µM*	nt	16µM*
COc1ccc(-c2n(-c3ccccn3)c3ccccc3[n+]2-c2ccccn2)cc1	13µM*	4%	13µM*
CCn1c(O)c(C=NCCc2c[nH]c3ccccc23)c(=O)[nH]c1=O	-15%	2%	-17%
O=c1[nH]c(=O)n(Cc2ccco2)c(O)c1C=NCCCn1ccnc1	-6%	7%	3%
CN1C(C(=O)NCc2cccc(C(F)(F)F)c2)CC2Cn3c(nc4cc5ccccc5cc43)C21 (configuration not stated)	?	0%	18µM*
CCN(CC)P(=O)(Nc1ccc(Br)cc1)c1c(C)nn(CCC#N)c1NC(=O)c1ccc(Cl)cc1 (configuration not stated)	?	6%	?
CC[C@@]1(C(=O)OC)N[C@H](CN(C)C(=O)Nc2ccc(C(F)(F)F)cc2)[C@@H]2C(=O)N(Cc3ccccc3)C(=O)[C@@H]21	?	0%	?
c1ccc(N2Cc3ccccc3-n3nncc3C2)nc1	-12%	nt	-28%
